UBC13 polyUb: inhibitors of human UBC13 polyubiquitin chain formation; TR-FRET; inhibition, % at 20 µM; 330,000 tested, 0.47% active; in the data active means inhibition above about 45%, passing the limit was not always enough
Target sequence (P61088 whole entry, looked up): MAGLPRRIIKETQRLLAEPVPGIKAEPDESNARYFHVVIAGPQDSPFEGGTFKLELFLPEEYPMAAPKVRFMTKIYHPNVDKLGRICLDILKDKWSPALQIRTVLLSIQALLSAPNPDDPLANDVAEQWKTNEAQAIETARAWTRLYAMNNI
SENP8 block-1: blocks the human protease SENP8; purified SENP8, Z-RLRGG-aminoluciferin cleavage, luminescence; inhibition, % at 10 µM; 330,000 tested, 1.2% active; AID 2540; in the data active means inhibition above about 50%
Target sequence (Q96LD8 whole entry, looked up): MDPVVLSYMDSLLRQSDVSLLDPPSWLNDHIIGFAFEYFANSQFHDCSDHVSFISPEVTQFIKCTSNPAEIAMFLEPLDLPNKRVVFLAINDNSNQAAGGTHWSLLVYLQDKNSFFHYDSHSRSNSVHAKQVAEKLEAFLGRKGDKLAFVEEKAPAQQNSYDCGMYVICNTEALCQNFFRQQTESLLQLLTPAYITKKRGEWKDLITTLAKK
SENP6 block: inhibitors of human SENP6 protease; 330,000 tested, 1.8% active; Recombinant SENP6 catalytic domain, aminoluciferin luminescence; inhibition, % at 10 µM;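 active means inhibition above about 50% at the single tested dose, limit read from the data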;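 further: plate controls were DMSO wells with enzyme for no effect and DMSO wells lacking enzyme for full effect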
PfG6PD inh: PfG6PD (Plasmodium falciparum) enzyme inhibition. PfGluPho enzyme, NADPH resazurin-diaphorase fluorescence. inhibition, % at 20 µM. 350,000 tested, 0.78% active;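 active means inhibition reaching at least a set limit at 20 µM in the primary screen, cut at about 59% in these data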;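 further: 0% = DMSO wells with substrate and 100% = DMSO wells lacking glucose-6-phosphate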
SENP7 inh: blocks the human protease SENP7. recombinant SENP7, Z-RLRGG-aminoluciferin luminescence, 40 min. inhibition, % at 5 µM. 330,000 tested, 1.5% active. AID 434973;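 active means inhibition above about 50% at the single test dose, limit read from the data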;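 further: plate controls were DMSO with enzyme for no effect and no enzyme buffer wells for full effect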
Target sequence (Q9BQF6 706-1050 limits assumed): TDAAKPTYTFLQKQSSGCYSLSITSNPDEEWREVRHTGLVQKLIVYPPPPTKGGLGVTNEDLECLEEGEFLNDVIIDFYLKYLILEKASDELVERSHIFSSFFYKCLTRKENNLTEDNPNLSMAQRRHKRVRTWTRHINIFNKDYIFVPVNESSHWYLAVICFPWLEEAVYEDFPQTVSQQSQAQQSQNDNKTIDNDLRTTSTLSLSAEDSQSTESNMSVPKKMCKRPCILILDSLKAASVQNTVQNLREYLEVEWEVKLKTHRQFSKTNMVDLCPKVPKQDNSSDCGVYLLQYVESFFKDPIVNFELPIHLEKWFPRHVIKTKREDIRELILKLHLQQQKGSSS
SENP1 inh: inhibitors of human SENP1 SUMO protease catalytic domain; Q9P0U3; recombinant SENP1 catalytic domain, CyPet-SUMO1-YPet FRET cleavage; inhibition, % at 10 µM; 360,000 tested, 0.21% active; AID 624204;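 active means inhibition at least 30% at 10 µM, raw YFP signal under a set limit, fluorescence ratio 0.5 to 1.5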;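 further: 0% = enzyme with DMSO and 100% = no enzyme wells; some results filed as inactive read as strong as hits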
Target sequence (Q9P0U3 419-644 limits assumed): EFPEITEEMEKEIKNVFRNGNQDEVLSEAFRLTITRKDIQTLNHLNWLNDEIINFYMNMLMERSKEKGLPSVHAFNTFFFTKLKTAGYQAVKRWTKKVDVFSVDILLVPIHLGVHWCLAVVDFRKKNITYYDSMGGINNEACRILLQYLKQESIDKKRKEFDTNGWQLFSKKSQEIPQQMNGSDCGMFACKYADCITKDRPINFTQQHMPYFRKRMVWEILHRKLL
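Assay system – human recombinant His6-tagged SENP1 catalytic domain enzyme · Input – SENP1 enzyme, 20 pM final · Buffer or medium – Tris pH 8 buffer plus EDTA, NaCl, BME, BSA, NP40, catalase · Schedule – 50 min reaction at room temperature · Technique – FRET read of cyan and yellow fluorescence · Control set – no-enzyme wells low, DMSO-plus-enzyme wells high control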
MIN6 prolif: induces beta-cell replication in MIN6 cells; proliferation, % at 10 µM; 330,000 tested, 0.29% active; AID 2380; MIN6 cells proliferation, ATPlite luminescence, 48 h; cells starved in 0.2% serum; 100% = growth in 10% serum;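 active means compounds whose signal lies at least 3.5 SD above the mean of all wells on their plate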;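 further: 0% = DMSO-treated cells in low-serum medium and 100% = 10% serum control; some compounds called inactive have numbers as strong as hits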
HKDC1 inh: blocks human hexokinase HKDC1 activity; recombinant HKDC1, G6PDH/diaphorase resazurin coupled fluorescence; 340,000 tested, 0.16% active; inhibition, % at 20 µM;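 active means inhibition above about 35% when tested at 20 µM, limit read from the data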;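 further: plate controls were DMSO wells with enzyme for no effect and DMSO wells lacking enzyme for full effect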
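Test system: HK5 enzyme. Quantity: 5 µg/mL HK5 final. Reagent: glucose and ATP substrates. Schedule: 90 min reaction incubation at room temperature, dark. Technique: resazurin-to-resorufin fluorescence via G6PDH and diaphorase coupling, 525/613 nm. Control set: DMSO wells with and without enzyme mix.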
SENP8 block-2: inhibitors of human SENP8 protease; Q96LD8; recombinant SENP8, Nedd8 substrate fluorescence; inhibition, % at 20 µM; 360,000 tested, 0.64% active; AID 602440; in the data active means inhibition mostly above about 40%, no sharp cut-off; inactive means mostly below about 27%
An asterisk follows results filed as active; i = inactive.

Keys – A = UBC13 polyUb; B = SENP8 block-1; C = SENP6 block; D = PfG6PD inh; E = SENP7 inh; F = SENP1 inh; G = MIN6 prolif; H = HKDC1 inh; I = SENP8 block-2
smiles: CCOc1cc(/C=C/C(=O)N(CC)CC(=O)NCc2cccs2)cc(Cl)c1OC
  A: -4 | B: 2 | C: -8 | D: 8 | E: -5 | F: 3 | G: -2 | H: -2 | I: -22

smiles: CCOc1ccc(N2C(=O)CC(NNc3nc4ccccc4s3)C2=O)cc1 (stereo not given)
  A: -1 | B: -8 | C: -10 | D: -2 | E: -5 | F: 2 | G: -4 | H: -4 | I: 26

smiles: CCOC(=O)C1=C(C)S/C(=C\N(C)C)C1=O
  A: 4 | B: 1 | C: -11 | D: -14 | E: 0 | F: 3 | G: -2 | H: -4 | I: i

smiles: Cc1nc(N2CCOCC2)nc(N2CCCCC2C)c1[N+](=O)[O-] (stereo not given)
  A: 8 | B: 8 | C: -12 | D: -6 | E: -1 | F: 2 | G: 8.1* | H: -1 | I: 33

smiles: Cc1[nH]c(C)c(S(=O)(=O)N2CCN(c3cccc(C(F)(F)F)c3)CC2)c1C(=O)N1CCCC1
  A: 0 | B: -8 | C: -5 | D: -9 | E: 2 | F: 4 | G: 2 | H: 0 | I: 4

smiles: O=C(NCCCl)C1Cc2c(ccc3ccccc23)O1 (stereo not given)
  A: 7 | B: 0 | C: -3 | D: 21 | E: 2 | F: -3 | G: -1 | H: -7 | I: -27

smiles: CCOC(=O)N1CCN(C(=O)CN(C2CCCCC2)S(=O)(=O)c2c(C)cc(C)cc2C)CC1
  A: -3 | B: 3 | C: 4 | D: -10 | E: 0 | F: 0 | G: 1 | H: -2 | I: 17

smiles: Cc1ccc(CCNC(=O)C2CCC(=O)N(Cc3ccccc3F)C2)o1 (stereo not given)
  A: -3 | B: 1 | C: -10 | D: 24 | E: -1 | F: -7 | G: -1 | H: -6 | I: 9

smiles: Cc1nn(CC(=O)Nc2ccc3c(c2)OCO3)c(C)c1Cl
  A: 4 | B: 1 | C: -1 | D: 5 | E: 4 | F: -3 | G: 0 | H: 5 | I: 6

smiles: CCOC(=O)C1CCCN(C(=O)c2ccc(NS(=O)(=O)c3ccc4[nH]c(=O)[nH]c4c3)cc2)C1 (stereo not given)
  A: -1 | B: -11 | C: -19 | D: -20 | E: -2 | F: 1 | G: -3 | H: -2 | I: 1

smiles: CCN(CC)CCn1c2c(c(SCC(=O)Nc3ccc4c(c3)OCCO4)nc1=O)CCCC2
  A: 6 | B: 16 | C: 3 | D: -10 | E: -2 | F: 0 | G: 8 | H: -4 | I: 3

smiles: Cc1ccc(NC(=O)CN(C)C(=O)c2cc3c(s2)CCCCC3)cc1
  A: 8 | B: 0 | C: -2 | D: 12 | E: 0 | F: 2 | G: -6 | H: -5 | I: 6

smiles: Cc1cc(NC(=O)CN2CCC(O)(c3cccc(F)c3)CC2)no1
  A: 4 | B: 4 | C: -10 | D: 7 | E: -1 | F: -4 | G: 0 | H: -2 | I: 13

smiles: COc1ccc(-n2nc3ccccc3n2)cc1
  A: -5 | B: -22 | C: -56 | D: -16 | E: -5 | F: -4 | G: -2 | H: 0 | I: 4

smiles: S=C(Nc1ccc(Br)cc1)NC1CCN(Cc2ccccc2)CC1
  A: 15 | B: -7 | C: 1 | D: 12 | E: 13 | F: 1 | G: -8 | H: -4 | I: 3

smiles: Cc1ccccc1NC(=O)Cn1nc(C)n2cccc2c1=O
  A: 9 | B: 2 | C: -2 | D: -14 | E: 9 | F: 1 | G: 2 | H: -3 | I: 4

smiles: CNc1c(C(=O)O)ccc2c1C(=O)c1ccccc1C2=O
  A: -155 | B: -2 | C: 0 | D: 3 | E: -3 | F: 2 | G: 0 | H: 4 | I: 24

smiles: Cc1ccc(C)c(NS(=O)(=O)c2csc(C(N)=O)c2)c1
  A: -2 | B: -7 | C: -8 | D: 1 | E: -4 | F: 3 | G: 0 | H: -2 | I: 14

smiles: Cc1ccc2nc(SCC(=O)Nc3cccc(S(=O)(=O)N(C)C)c3)[nH]c2c1
  A: -9 | B: -4 | C: -6 | D: 19 | E: 0 | F: -1 | G: -4 | H: 0 | I: 6

smiles: O=C(/C=C/c1ccccc1[N+](=O)[O-])NNC(=O)c1ccncc1
  A: -9 | B: 0 | C: -2 | D: -7 | E: 7 | F: -1 | G: -1 | H: -4 | I: 1

smiles: CCCOC(=O)CCNc1n[nH]c(=O)[nH]c1=O
  A: 1 | B: 4 | C: 2 | D: -5 | E: 8 | F: 3 | G: -1 | H: -5 | I: 2

smiles: COc1ccc(-c2nnc(CSc3nnc(-c4ccncc4)n3C3CCCCC3)o2)cc1OC
  A: 4 | B: 0 | C: 7 | D: 9 | E: 2 | F: 15 | G: 0 | H: -2 | I: 10

smiles: CCc1ccccc1NC(=O)CSc1nc2[nH]c(=O)cc(O)c2s1
  A: -2 | B: 4 | C: 12 | D: -9 | E: 4 | F: -3 | G: -3 | H: 1 | I: 8

smiles: COC(=O)c1ccccc1N=Nc1c(C)noc1C
  A: -1 | B: -1 | C: 0 | D: -5 | E: 5 | F: 2 | G: 4 | H: -3 | I: 27

smiles: Cc1noc(C)c1COC(=O)c1cnc(Cl)c(Cl)c1
  A: -15 | B: -1 | C: -2 | D: -11 | E: -12 | F: 1 | G: -5 | H: 0 | I: 26

The list goes on (5 carried over from the part before).
Keys – A = UBC13 polyUb; B = SENP8 block-1; C = SENP6 block; D = PfG6PD inh; E = SENP7 inh; F = SENP1 inh; G = MIN6 prolif; H = HKDC1 inh; I = SENP8 block-2
smiles: CCCOC(=O)CCNc1n[nH]c(=O)[nH]c1=O
  A: 1 | B: 4 | C: 2 | D: -5 | E: 8 | F: 3 | G: -1 | H: -5 | I: 2

smiles: COc1ccc(-c2nnc(CSc3nnc(-c4ccncc4)n3C3CCCCC3)o2)cc1OC
  A: 4 | B: 0 | C: 7 | D: 9 | E: 2 | F: 15 | G: 0 | H: -2 | I: 10

smiles: CCc1ccccc1NC(=O)CSc1nc2[nH]c(=O)cc(O)c2s1
  A: -2 | B: 4 | C: 12 | D: -9 | E: 4 | F: -3 | G: -3 | H: 1 | I: 8

smiles: COC(=O)c1ccccc1N=Nc1c(C)noc1C
  A: -1 | B: -1 | C: 0 | D: -5 | E: 5 | F: 2 | G: 4 | H: -3 | I: 27

smiles: Cc1noc(C)c1COC(=O)c1cnc(Cl)c(Cl)c1
  A: -15 | B: -1 | C: -2 | D: -11 | E: -12 | F: 1 | G: -5 | H: 0 | I: 26

smiles: CCC(C)NC(=O)CSc1nnc(-c2ccc(C(C)(C)C)cc2)n1C (stereo not given)
  A: -4 | B: -9 | C: 2 | D: -3 | E: 3 | F: 3 | G: -4 | H: -11 | I: 11

smiles: Cn1c(=O)oc2cc(S(=O)(=O)NCCC(=O)N3CCc4ccccc43)ccc21
  A: 12 | B: 2 | C: -6 | D: -3 | E: -4 | F: 4 | G: 1 | H: -9 | I: 21

smiles: O=C(Nc1ccc(C(F)(F)F)cc1)c1cnc(N2CCN(c3ccccn3)CC2)c2ccccc12
  A: 27 | B: -5 | C: 6 | D: 1 | E: 1 | F: -8 | G: -4 | H: 1 | I: -348

smiles: CN(CC(=O)NCc1ccco1)S(=O)(=O)c1cccc2cccnc12
  A: 2 | B: 5 | C: -12 | D: 21 | E: -7 | F: -33 | G: -4 | H: -3 | I: -3

smiles: CN(C(=O)c1ccc(NC(=O)Cc2cccc(NC(=O)C3CCCN(C(=O)C4CCCCC4)C3)c2)cc1)C1CCCC1 (stereo not given)
  A: 0 | B: -2 | C: 6 | D: -8 | E: 6 | F: -1 | G: -3 | H: -4 | I: -1

smiles: Cc1ccc(CN2CC(C(=O)N3CCN(S(=O)(=O)c4cccc(F)c4)CC3)CC2=O)cc1 (stereo not given)
  A: -4 | B: -6 | C: -17 | D: -24 | E: -5 | F: 0 | G: -2 | H: -5 | I: 2

smiles: Cc1cc(C)nc(SCC(=O)NCC2COc3ccccc3O2)n1 (stereo not given)
  A: 4 | B: 7 | C: 13 | D: -1 | E: -1 | F: 0 | G: 7 | H: -3 | I: 11

smiles: COc1ccc(CNC(=O)COC(=O)c2ccc(F)c(S(=O)(=O)N3CCCCC3)c2)cc1OC
  A: -1 | B: -12 | C: -18 | D: -1 | E: -7 | F: 1 | G: 0 | H: -8 | I: 1

smiles: Nc1c2c(nn1-c1ccc(C(=O)O)cc1)CNC2
  A: 0 | B: 10 | C: 7 | D: 1 | E: 0 | F: 0 | G: -2 | H: -5 | I: 20

smiles: COc1cccc2c1C(=O)C=C(C)C2=O
  A: -41 | B: -2 | C: -5 | D: 2 | E: 2 | F: 4 | G: -6 | H: -43 | I: -281

smiles: CC1=C(C)CC(C(=O)Nc2nccs2)C(C(=O)O)C1 (stereo not given)
  A: -5 | B: 2 | C: 2 | D: 0 | E: -1 | F: 2 | G: -3 | H: 0 | I: 7

smiles: C=CCOc1ccccc1CN1CCC(Cc2ccccc2)CC1
  A: 10 | B: -7 | C: 8 | D: -10 | E: 0 | F: 0 | G: -1 | H: -4 | I: 22

smiles: Cc1ccc(C)c(N(C)S(=O)(=O)c2cccc3nsnc23)c1
  A: -13 | B: 0 | C: -10 | D: 16 | E: -13 | F: 1 | G: -2 | H: 4 | I: 6

smiles: CC1(C)Cc2nc(Cl)c(C(N)=O)cc2CO1
  A: -1 | B: -2 | C: -11 | D: -9 | E: 6 | F: 1 | G: 0 | H: 1 | I: 13

smiles: CC1CCN(C(=O)Cn2c(=O)n(Cc3ccco3)c(=O)c3sccc32)CC1
  A: 6 | B: 5 | C: 12 | D: 14 | E: 0 | F: 1 | G: -4 | H: 0 | I: 12

smiles: O=C(CSc1nnnn1-c1ccc(C(=O)O)cc1)NC1CC1
  A: -2 | B: 6 | C: -5 | D: -12 | E: -6 | F: 2 | G: 0 | H: 1 | I: 18

smiles: CCOc1ccc(S(=O)(=O)N2Cc3ccccc3CC2C(=O)O)cc1 (stereo not given)
  A: -7 | B: -3 | C: -11 | D: -25 | E: 0 | F: 0 | G: -3 | H: 4 | I: 15

smiles: Cc1ccc(S(=O)(=O)/N=C(/c2ccc(F)cc2)N2CCOCC2)cc1
  A: 1 | B: 3 | C: 8 | D: 9 | E: -5 | F: 1 | G: 1 | H: -1 | I: 0

smiles: O=C(Nc1cccc(Cl)c1)N(CCCN1CCOCC1)Cc1ccccc1F
  A: 0 | B: -7 | C: 0 | D: 1 | E: -1 | F: 2 | G: -3 | H: -15 | I: 19

smiles: O=C(NCc1ccc(F)cc1)c1ccc(Br)o1
  A: 2 | B: -2 | C: 4 | D: -4 | E: -5 | F: 3 | G: -3 | H: -2 | I: 4

smiles: CCN(CC)C(=O)Cn1cc(C(=O)C2CC2)c2ccccc21
  A: 3 | B: 3 | C: 8 | D: 0 | E: -4 | F: 1 | G: 0 | H: -6 | I: 16

smiles: CCN(CC)c1ccc(C2C(C(=O)OC)=C(C)NC(C)=C2C(=O)OC)cc1
  A: 13 | B: 2 | C: -10 | D: -8 | E: 0 | F: -1 | G: 2 | H: 1 | I: -96

smiles: CC(C)CN(C(=O)Cn1c(=O)cnc2ccccc21)C1CCS(=O)(=O)C1 (stereo not given)
  A: 3 | B: 0 | C: 2 | D: -8 | E: 1 | F: 0 | G: -3 | H: -6 | I: -143

smiles: Cn1c(=O)c2c(SCC(=O)N3CCOCC3)nc(-c3ccccc3F)nc2n(C)c1=O
  A: 9 | B: 0 | C: -2 | D: 5 | E: -6 | F: 3 | G: 0 | H: -3 | I: 10

smiles: CCOC(=O)/C=C1\Nc2ccccc2OC1=O
  A: 12 | B: -2 | C: 10 | D: 24 | E: 0 | F: 0 | G: -2 | H: -1 | I: -7

Bioassay records as filed in PubChem BioAssay.
